Source: PubChem BioAssay (several laboratories)
HIF activator: HIF pathway transcriptional activation. 300,000 compounds, 0.32% hits. activation, % at 7.5 µM (by protocol). U2OS HRE-luciferase reporter, luminescence; normalized: DMSO 0%, desferrioxamine 100%;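 active = mean activation of at least 10% of the iron chelator positive control signal, with at least half of replicates also reaching 10%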
IEC-6 tox: kills IEC-6 intestinal cells in KLF5 counter-screen; 290,000 compounds, 0.78% hits; inhibition, % at 5 µM; IEC-6 cytotoxicity, luminescence viability; in the data active = inhibition above about 22%;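 also: 0% = plate median of test compound wells and 100% = cytotoxic reference compound wells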
HSF1 inh: HSF1 inhibition | NIH3T3-HGL HSE-luciferase, MG132-induced, luminescence 8 h; stronger effect = lower value | activity change, negative = inhibition, % at 7.5 µM (by protocol) | 300,000 compounds, 0.77% hits | AID 2098;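 active = more than half of replicate wells show activity change below -50%, luminescence cut by over half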;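 also: luciferase reports HSF-1 transcriptional activity via heat shock element; 0% = median of DMSO wells and -100% = zero luminescence signal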
HSF1 activator: increases HSF-1 driven luciferase reporter signal. AID 504408. 300,000 compounds, 1.7% hits. activation, % at 9 µM. NIH3T3-HGL HSF-1 luciferase reporter, MG132, 8 h; 100% = twice DMSO control signal;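 active = mean replicate activation of at least 50% with a set share of replicates each reaching 50%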;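 also: 0% = median of the neutral control wells and 100% = twice that signal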
HDAC3 inh: inhibitors of human histone deacetylase 3. 320,000 compounds, 0.15% hits. recombinant HDAC3, fluorogenic peptide/trypsin coupled, fluorescence. inhibition, % at 8.3 µM. O15379; in the data active = inhibition above about 26%, passing the limit was not always enough
Target sequence (O15379 whole entry, looked up): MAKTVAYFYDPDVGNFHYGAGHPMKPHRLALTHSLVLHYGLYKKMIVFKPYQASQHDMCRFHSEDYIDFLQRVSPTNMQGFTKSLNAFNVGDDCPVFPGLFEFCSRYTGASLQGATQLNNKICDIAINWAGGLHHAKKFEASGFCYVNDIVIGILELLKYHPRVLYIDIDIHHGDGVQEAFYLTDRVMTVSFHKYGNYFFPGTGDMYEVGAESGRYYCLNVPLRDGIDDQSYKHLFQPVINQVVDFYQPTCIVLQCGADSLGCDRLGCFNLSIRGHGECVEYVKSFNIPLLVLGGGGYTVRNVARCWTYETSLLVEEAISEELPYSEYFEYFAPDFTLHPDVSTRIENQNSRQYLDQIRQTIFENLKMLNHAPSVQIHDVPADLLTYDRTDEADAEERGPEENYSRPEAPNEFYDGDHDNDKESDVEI
Platelet DG rel: modulates dense granule release in human platelets. human platelet-rich plasma, SFLLRN dense granule ATP release, luminescence. inhibition, %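 (compounds screened at 7.5 µM in platelet-rich plasma)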. 300,000 compounds, 0.22% hits. AID 1663;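 active = mean replicate score, as percent of positive control, at or above 50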
AI-2 QS modul: modulators of Vibrio harveyi AI-2 quorum sensing system. Vibrio harveyi JMH597 AI-2 luminescence/OD600 ratio, 9 h; stronger effect = lower value; strain lacks LuxN and CqsS sensors; 0 = neutral-control median. activity change, % at 7.5 µM. 300,000 compounds, 0.4% hits. AID 2094; in the data active = activity change below about -75%, passing the limit was not always enough;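 also: luminescence divided by OD600 gain over 9 h not by final OD600 alone; inactives centre near 13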
aSyn UTR inh: 5' untranslated region of α-synuclein, MLPCN primary screen; alpha-synuclein 5'UTR reporter, inhibitor activity; inhibition, % (tested at 7.5 µM); 300,000 compounds, 0.82% hits; in the data active = inhibition above about 60%;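 also: H4 neuroglioblastoma cells stably carrying SNCA 5'UTR luciferase fusion; 0% = DMSO wells and 100% = positive control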
KLF5 inh: suppresses KLF5 promoter-driven expression; DLD-1 KLF5 promoter-luciferase reporter, luminescence; 290,000 compounds, 0.23% hits; inhibition, % at 5 µM; AID 1700;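 active = inhibition above a per-plate limit of that plate's mean compound inhibition plus 3 SD, cut at about 60% in these data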;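 also: 0% = DMSO wells and 100% = LY294002 at 200 µM; higher means less KLF5 promoter-driven luciferase light; inactives centre near -14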
HSP90 refold inh: inhibitors of HSP90 luciferase refolding in rabbit reticulocyte lysate; luciferase refolding luminescence, 3 h; 290,000 compounds, 0.91% hits; AID 1789; inhibition, % at 5.6 µM;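 active = inhibition above the screen-wide mean plus 3 SD, computed separately per campaign, cut at about 16% in these data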;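 also: 0% = DMSO wells and 100% = 60 µM geldanamycin wells; inhibitors lower the luminescence because luciferase stays unfolded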
The depositor's hits bear a star; . = no result given.

SMILES	KLF5 inh	IEC-6 tox	AI-2 QS modul	HSP90 refold inh	HSF1 activator	HSF1 inh	HIF activator	Platelet DG rel	aSyn UTR inh	HDAC3 inh
CC1CCCCC1NC(=O)c1cn(C)c2ccc(S(=O)(=O)N3CCOCC3)cc2c1=O (stereo not drawn)	-19	-2	11	-5	-1	2	-0.1	0	0	3
O=C(/C=C/c1ccccc1)OCCN1C(=O)c2ccccc2C1=O	-60	0	22	-2	3	3	1.2	.	1	3
CSc1ccc(-c2nnn(Cc3ccc(C)cc3)n2)cc1	-30	-4	12	1	25	27	1.9	1	-168	8
Cc1ccc(OCCC(=O)OCC(=O)NC2CCCC2)cc1	.	.	7	.	5	-8	0.0	5	9	-2
CCOC(=O)N1CCN(S(=O)(=O)c2ccc(C(=O)N(CCCN(C)C)c3nc4cc(OC)ccc4s3)cc2)CC1	.	.	1	.	-1	-9	-55	-7	-53	5
CCOCCC(=O)Nc1nnc(CCc2ccccc2)s1	-43	3	15	-3	-1	-1	-0.3	-1	12	-3
Cc1ccc(NC(=O)Nc2cccs2)c(Cl)c1	-195	4	12	2	-45	-38	1.9	13	-201	2
COC(=O)C1C(=O)C=C(Nc2ccc(F)cc2)CC1c1ccc(OC)cc1 (stereo not drawn)	-29	2	-4	1	19	7	0.1	-8	-48	1
O=C(c1c[nH]c2ccccc12)N1CCOCC1	-1	5	28	-2	-17	-13	-0.5	8	19	1
O=C(Nc1ccccc1Cl)N1CCSc2ccccc21	-16	-2	-4	0	-7	10	-0.1	-1	20	6
COc1ccccc1N/N=C(\C#N)C(=N)N1CCOCC1	-27	0	43	-3	26	15	0.6	2	3	4
COCc1cccc(N2C(=O)CC(C3C=C(C)C4C(=O)N(c5cccc(COC)c5)C(=O)C4C3)C2=O)c1 (stereo not drawn)	10	-1	12	2	3	1	-0.1	-3	-14	-2
COC(=O)Cc1[nH]n(-c2ccccc2)c(=O)c1C=Nc1ccc(C)cc1	10	4	11	2	-11	-14	-0.3	-1	1	.
Cc1cc(C)n(C(=O)CNC(=O)c2cccc(Br)c2)n1	-6	0	27	0	10	5	-0.3	-14	-2	0
CC(=O)c1cc(-c2ccccc2)[nH]c1N1CCOCC1	-9	-3	24	5	9	-9	-0.7	-4	20	-2
COc1ccc(CCNC(=O)Cc2ccc(Cl)cc2)cc1OC	-4	-4	21	-6	8	1	-7.7	3	2	-9
COc1ccc(S(=O)(=O)Nc2ccc(-n3cccc3)cc2)cc1	-4	2	-96*	1	-5	5	-0.1	2	-8	14
CCC(C)C(NC(=O)c1ccc(Cl)cc1Cl)C(=O)O (stereo not drawn)	-24	5	3	-1	-1	-6	0.2	10	9	-17
Cc1cc(=O)[nH]c(SCC(=O)Nc2ccc(F)c([N+](=O)[O-])c2)n1	-24	3	12	5	-16	-4	0.0	3	-33	-3
CC1(C)CC2=C(CO1)C(=S)NC(c1ccccc1)N2CC1CCCO1 (stereo not drawn)	-11	3	19	4	-3	0	-0.3	16	-6	3
CCN(CC)S(=O)(=O)c1cc(NS(=O)(=O)c2cc(Cl)ccc2Cl)ccc1C	-18	-3	17	1	14	-2	-0.5	-4	-11	-2
Cc1ccc(N(Cc2cc(=O)[nH]c3ccccc23)C(=O)C(C)C)c(C)c1	1	-5	1	0	26	-2	-0.3	2	10	1
N#Cc1ccc(NC(=O)CSc2cn[nH]n2)cc1	9	12	.	-2	-4	-1	-0.4	8	1	-1
O=C(O)C1CCN(c2ncccn2)CC1	0	4	19	2	7	-3	0.0	2	-2	-3
COc1ccc2c(c1)-c1nc(/N=C/c3ccc(O)cc3)sc1CC2	-33	-4	.	5	.	.	.	.	.	-4
O=C(NCc1ccncc1)c1cc(F)c(F)cc1Cl	7	2	12	5	-4	-7	-0.4	4	5	-3
Cc1ccc(NC(=O)CSc2n[nH]c(-c3ccco3)n2)cc1	6	3	29	-2	11	-3	-0.6	-11	-21	3
CCOC(=O)c1oc2ccccc2c1NC(=O)c1ccccc1OC	-5	-1	13	1	13	2	-0.4	3	20	-3
O=C(c1ccc(Cl)cc1)c1c[nH]c(C(=O)NNc2ccccc2)c1	19	4	8	-2	8	-1	0.0	-5	-1	-12
Cc1ccc(CNC(=O)CCc2nc(-c3cccs3)no2)cc1	-41	1	28	0	-2	3	0.2	-12	30	-1
Cc1ccc(NC(=O)COC(=O)C2CCN(c3ccc(C(F)(F)F)cn3)CC2)cc1C	.	.	.	.	24	3	-0.1	1	-3	1
CCCCN(C(=O)NC(=O)Nc1c(C)cc(C)cc1C)S(C)(=O)=O	-11	-5	11	-4	-3	-6	0.0	-3	-13	-4
CC(=O)NCC(=O)OCC(=O)c1ccc2ccccc2c1	-9	1	12	4	-15	-1	0.2	3	2	-4
CCc1noc(C)c1C(=O)Nc1cc(S(=O)(=O)N2CCOCC2)ccc1OCC(F)(F)F	.	.	-11	.	-8	3	-0.7	12	-1	0
Cc1ccc(C(=O)Nc2ccccc2[N+](=O)[O-])cc1S(=O)(=O)N1CCOCC1	-22	0	6	1	29	17	-0.3	3	5	6
CC(C)[C@H](NC(=O)c1cccc(S(=O)(=O)N2CCOCC2)c1)C(=O)Nc1nccs1	-11	-4	3	-3	-1	-3	-0.5	4	9	-6
O=C(CSc1nnc(-c2cccs2)n1Cc1ccccc1)NCc1ccc2c(c1)OCO2	0	2	11	5	-4	-2	0.1	-3	41	1
COc1cc(/C=C(\C#N)C(=O)NCCc2ccccc2)cc(OC)c1O	-27	1	36	1	6	3	-0.4	-1	-11	4
CC(C)Cn1c(SCC(=O)NCc2ccco2)nnc1-c1ccncc1	-25	-3	22	1	-10	-6	-0.1	0	-5	-7
COCCCNC(=O)CN1C(=O)/C(=C/c2ccccc2)Sc2ccccc21	-13	0	7	3	-8	1	0.0	-3	2	2
CC1=CC(C)(C)N(C(=O)CN2C(=O)CCC2=O)c2ccc(C)cc21	-6	-5	.	-3	-9	-4	-0.5	-1	0	5
O=C(O)CN1C(=O)CSc2ccccc21	-6	6	23	4	13	1	-0.3	1	-1	2
CS(=O)(=O)N(CC(=O)Nc1ccc(S(=O)(=O)N2CCCC2)cc1)c1ccccc1F	-15	-6	11	2	-18	2	-0.1	8	-7	-1
CN(C)CC(=O)Nc1ccc(S(N)(=O)=O)cc1	-24	-1	22	2	1	-3	-0.2	-1	8	-6
COc1ccccc1CCNC(=O)C(=O)NCC1OCCN1S(=O)(=O)c1ccc2c(c1)OCCO2 (stereo not drawn)	-7	-4	25	0	18	-1	-0.6	-1	19	-1
CCOc1ccccc1N1CCN(S(=O)(=O)c2ccc(Cl)s2)CC1	-15	-2	18	3	11	13	-0.3	8	-12	6
O=C1c2cc(CO)cc(O)c2C(=O)c2c(O[C@@H]3OC(CO)[C@@H](O)[C@@H](O)[C@@H]3O)cccc21 (stereo partly drawn)	.	.	12	.	10	1	-0.2	7	7	-2
c1cc2c(nn1)CCc1nonc1-2	-8	0	12	-4	-6	-2	-0.4	8	5	0
N=c1c2c(-c3ccccc3)c(-c3ccccc3)n(Cc3ccco3)c2ncn1CCCN1CCOCC1	-16	-3	9	1	102*	49	-2.5	-3	-31	5
O=C(COC(=O)c1ccccc1O)NCCC1=CCCCC1	-27	5	24	-3	18	20	0.4	4	-31	1
CC(C)[C@H](N)C(=O)N1CCC(C(=O)N[C@@H](Cc2ccccc2)C(=O)NCc2ccc(F)cc2)CC1	-2	3	8	1	1	3	0.2	1	3	-1
Cc1cc(C)cc(N2C(=O)CCN(Cc3ccccc3)C2=O)c1	3	-2	0	4	0	-2	-0.2	-4	4	-6
Cc1c(C(=O)Oc2cccc3cccnc23)oc2ccccc12	-12	-6	31	-2	27	-3	-27	-6	-24	2
COc1ccccc1Oc1nc(C)c(C(C)=O)cc1C#N	-36	10	16	3	-17	-2	0.0	2	21	-1
CC(NC(=S)NC1CCCCC1)c1ccc(C(C)(C)C)cc1 (stereo not drawn)	-37	3	10	3	11	8	-0.6	18	-1	2
COCCCNC(=O)CCSc1ccc(C)cc1	-3	-3	11	3	-2	-1	.	-2	-7	9
COc1ccnc(CS(=O)c2nc3cc(C(O)(F)F)ccc3[nH]2)c1OC (stereo not drawn)	-11	2	8	1	23	-2	-12	-10	3	3
CCC(C)NC(=O)COC(=O)c1cccnc1Nc1ccccc1F (stereo not drawn)	-19	7	-3	3	-17	-8	0.1	3	1	-3

14 consecutive compounds out of the list so far, for reference:
SMILES	KLF5 inh	IEC-6 tox	AI-2 QS modul	HSP90 refold inh	HSF1 activator	HSF1 inh	HIF activator	Platelet DG rel	aSyn UTR inh	HDAC3 inh
CC1CCCCC1NC(=O)c1cn(C)c2ccc(S(=O)(=O)N3CCOCC3)cc2c1=O (stereo not drawn)	-19	-2	11	-5	-1	2	-0.1	0	0	3
O=C(/C=C/c1ccccc1)OCCN1C(=O)c2ccccc2C1=O	-60	0	22	-2	3	3	1.2	.	1	3
CSc1ccc(-c2nnn(Cc3ccc(C)cc3)n2)cc1	-30	-4	12	1	25	27	1.9	1	-168	8
Cc1ccc(OCCC(=O)OCC(=O)NC2CCCC2)cc1	.	.	7	.	5	-8	0.0	5	9	-2
CCOC(=O)N1CCN(S(=O)(=O)c2ccc(C(=O)N(CCCN(C)C)c3nc4cc(OC)ccc4s3)cc2)CC1	.	.	1	.	-1	-9	-55	-7	-53	5
CCOCCC(=O)Nc1nnc(CCc2ccccc2)s1	-43	3	15	-3	-1	-1	-0.3	-1	12	-3
Cc1ccc(NC(=O)Nc2cccs2)c(Cl)c1	-195	4	12	2	-45	-38	1.9	13	-201	2
COC(=O)C1C(=O)C=C(Nc2ccc(F)cc2)CC1c1ccc(OC)cc1 (stereo not drawn)	-29	2	-4	1	19	7	0.1	-8	-48	1
O=C(c1c[nH]c2ccccc12)N1CCOCC1	-1	5	28	-2	-17	-13	-0.5	8	19	1
O=C(Nc1ccccc1Cl)N1CCSc2ccccc21	-16	-2	-4	0	-7	10	-0.1	-1	20	6
COc1ccccc1N/N=C(\C#N)C(=N)N1CCOCC1	-27	0	43	-3	26	15	0.6	2	3	4
COCc1cccc(N2C(=O)CC(C3C=C(C)C4C(=O)N(c5cccc(COC)c5)C(=O)C4C3)C2=O)c1 (stereo not drawn)	10	-1	12	2	3	1	-0.1	-3	-14	-2
COC(=O)Cc1[nH]n(-c2ccccc2)c(=O)c1C=Nc1ccc(C)cc1	10	4	11	2	-11	-14	-0.3	-1	1	.
Cc1cc(C)n(C(=O)CNC(=O)c2cccc(Br)c2)n1	-6	0	27	0	10	5	-0.3	-14	-2	0

Compounds were not picked by outcome; any-hit rate near 5%.
